LAP4 TOR yeast: modulators of LAP4-GFP expression in yeast, primary screen, S. cerevisiae, multiplex flow cytometry, MLPCN library; 3 h; median GFP as percent of DMSO wells; GFP response vs DMSO, % at 10 µM; 320,000 compounds, 0.34% hits;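 active = GFP response vs DMSO above a set limit, about the screen mean plus 3 SD, cut at about 150% in these data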
RPL19A-GFP yeast: RPL19A-GFP expression modulators in yeast, primary screen, cell-based, S. cerevisiae, multiplex flow cytometry, MLPCN | S. cerevisiae RPL19A-GFP strain, 3 h; active compounds read low | percent response vs DMSO, % at 10 µM | AID 2025, 2009 | 330,000 compounds, 0.3% hits;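 active = percent response vs DMSO below 50%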;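 also: median channel GFP fluorescence of the barcoded RPL19A-GFP strain; ratio of sample median GFP to plate DMSO average so 100% = DMSO; lower means less RPL19A-GFP as with rapamycin TOR inhibition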
GASC-1 inh: inhibitors of GASC-1 histone demethylase, primary screen, biochemical, fluorescence, DELFIA europium. GST-JMJD2C(1-420) H3K9me3 demethylation. inhibition, % at 2.35 µM. 330,000 compounds, 0.069% hits. AID 2099, 2009;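 active = more than half of a compound's replicate wells show inhibition beyond 50%, single wells judged on their own value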;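 also: signal counts dimethyl H3K9 product captured on neutravidin plate; 0% = median of DMSO wells and 100% = 0.3 times that DMSO median; strong numbers were not always called active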
MEP2 TOR yeast: modulators of MEP2-GFP levels in yeast, primary screen, S. cerevisiae, multiplex flow cytometry, MLPCN library; AID 2016, 2009; GFP response vs DMSO, % at 10 µM; 330,000 compounds, 0.51% hits; S. cerevisiae MEP2-GFP strain, 3 h; 100% = DMSO control level;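 active = GFP response versus DMSO above a set limit, roughly screen mean plus 3 SD, cut at about 180% in these data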;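 also: median GFP fluorescence of the barcode-gated MEP2-GFP cells per well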
AGP1-GFP MLPCN: modulators of AGP1-GFP expression in yeast TOR pathway, primary screen, cell-based, multiplex flow cytometry, S. cerevisiae, MLPCN library. 3 h; GFP as percent of DMSO wells. GFP response vs DMSO, % at 10 µM. 320,000 compounds, 0.02% hits. AID 2066, 2009;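 active = GFP response relative to DMSO above a set limit, near screen average plus 3 SD, cut at about 150% in these data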;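 also: median GFP channel fluorescence of the gated AGP1 strain per well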
CIT2-GFP yeast: modulators of CIT2-GFP expression in yeast, primary screen, S. cerevisiae, GFP fusion, multiplex flow cytometry, MLPCN library | S. cerevisiae CIT2-GFP strain, 3 h; 100 means same as DMSO wells | GFP response vs DMSO, % at 10 µM | 320,000 compounds, 0.065% hits | AID 2029, 2009;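 active = GFP response relative to DMSO above a set limit, near the screen mean plus 3 SD, cut at about 150% in these data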;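 also: ratio of well median GFP fluorescence to mean of DMSO wells on the plate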
GRK2 inh: compounds blocking aptamer binding on GRK2 – biochemical, human GRK2, bead flow cytometry, HTS, primary screen | 330,000 compounds, 0.59% hits | inhibition of aptamer binding, % at 10 µM | Beta-adrenergic receptor kinase 1 (Homo sapiens), P25098 | FAM-aptamer displacement from GRK2 | AID 488847, 2010;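 active = inhibition of aptamer binding above 40%, roughly 3 SD of noise, on plates passing a quality check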;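 also: median bead fluorescence of bound FAM aptamer so fluorescent compounds give negative values; no value below 0 was filed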
VLA-4 inh: inhibition in human VLA-4 binding assay, primary screen, VLA-4 allosteric modulator project, MLPCN library, flow cytometry, VLA-4 expressing cells. Integrin alpha-4 (Homo sapiens), P13612. ligand binding flow cytometry. inhibition, % (about 7 µM as worked out from the volumes in the protocol). 330,000 compounds, 0.2% hits. AID 2557, 2010; in the data active = inhibition above about 50%
Target sequence (P13612 whole entry, looked up): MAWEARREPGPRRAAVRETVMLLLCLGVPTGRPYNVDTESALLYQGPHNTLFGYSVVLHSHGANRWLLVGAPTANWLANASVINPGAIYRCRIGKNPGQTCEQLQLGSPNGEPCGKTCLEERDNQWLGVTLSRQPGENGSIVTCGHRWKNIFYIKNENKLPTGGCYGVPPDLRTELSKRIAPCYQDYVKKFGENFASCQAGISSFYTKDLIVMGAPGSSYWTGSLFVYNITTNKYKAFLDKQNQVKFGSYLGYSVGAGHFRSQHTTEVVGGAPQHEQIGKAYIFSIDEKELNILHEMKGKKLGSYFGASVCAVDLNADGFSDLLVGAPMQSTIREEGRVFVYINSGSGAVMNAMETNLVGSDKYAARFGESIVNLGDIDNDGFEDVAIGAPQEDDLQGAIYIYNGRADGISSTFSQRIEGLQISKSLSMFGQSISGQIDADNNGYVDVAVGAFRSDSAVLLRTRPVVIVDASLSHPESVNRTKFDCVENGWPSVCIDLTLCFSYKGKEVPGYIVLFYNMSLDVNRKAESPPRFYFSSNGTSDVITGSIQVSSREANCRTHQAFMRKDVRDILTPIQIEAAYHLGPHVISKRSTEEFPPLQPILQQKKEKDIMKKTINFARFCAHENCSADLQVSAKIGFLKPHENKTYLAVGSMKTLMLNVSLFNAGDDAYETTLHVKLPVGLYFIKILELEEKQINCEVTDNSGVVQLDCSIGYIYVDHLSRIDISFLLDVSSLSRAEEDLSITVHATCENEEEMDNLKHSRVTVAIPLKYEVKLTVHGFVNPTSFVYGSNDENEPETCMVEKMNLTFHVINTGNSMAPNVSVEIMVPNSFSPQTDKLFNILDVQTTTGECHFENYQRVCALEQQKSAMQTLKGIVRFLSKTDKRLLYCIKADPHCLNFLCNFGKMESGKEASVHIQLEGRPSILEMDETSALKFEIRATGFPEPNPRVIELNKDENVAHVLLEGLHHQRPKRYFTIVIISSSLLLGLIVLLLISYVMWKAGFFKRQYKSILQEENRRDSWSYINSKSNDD
Starred values were filed as active, the others as inactive; · = not tested or not shown.

compound	LAP4 TOR yeast	RPL19A-GFP yeast	GASC-1 inh	MEP2 TOR yeast	AGP1-GFP MLPCN	CIT2-GFP yeast	GRK2 inh	VLA-4 inh
O=C(NC1CCCC1)c1ccccc1OCc1ccccc1	104	100	15	91	98	80	1	1
CC(C)C(=O)NC(CC(=O)O)c1ccccc1 (centres undefined)	108	107	4	106	109	117	4	0
O=C(O)CCCn1cc(NC(=O)c2sc3ccccc3c2Cl)cn1	77	89	5	90	77	101	2	-8
COC(=O)C/C=C/[C@@H](C)[C@@H](/C=N/OCC[C@@H]1C=C[C@H](OC(C)=O)[C@@H](COC(C)=O)O1)NS(=O)(=O)c1ccc(C)cc1	116	98	-4	87	76	84	0	-11
O=C(Nc1ccc(F)cc1)Nc1nnc(Cc2ccccc2F)s1	93	107	7	108	108	107	1	4
COc1ccccc1NC(=O)C1CCCN(c2cnccn2)C1 (centres undefined)	91	105	4	105	105	109	0	-1
CC1CC(=O)c2cn3c(nc2C1)nc1ccccc13 (centres undefined)	100	92	10	100	96	99	4	12
CC(=O)[C@H]1[C@@H]2C(=O)N(c3cccc(Cl)c3)C(=O)[C@@H]2[C@H]2c3ccccc3C=CN21	86	96	1	88	99	96	3	-23
Cn1c(CC(=O)NNC(=O)c2ccccc2F)nc2ccccc21	96	93	3	98	94	95	0	1
O=C(COC(=O)c1ccc(O)cc1)NC(c1ccccc1)c1ccccc1	91	97	0	93	99	98	3	11
CCn1nc(NC(=O)C(C)C)c2cc3cccc(C)c3nc21	100	101	130	92	94	93	2	-14
Cc1cccc(NC(=O)CN(C)S(=O)(=O)c2ccc(Br)cc2)n1	104	102	-4	110	104	106	1	-24

(cont.)
compound	LAP4 TOR yeast	RPL19A-GFP yeast	GASC-1 inh	MEP2 TOR yeast	AGP1-GFP MLPCN	CIT2-GFP yeast	GRK2 inh	VLA-4 inh
S=C(NCc1cccs1)Nc1ccc(Cl)cc1	103	97	16	102	100	80	0	3
Cc1cc(Nc2ccc(Br)c(C)c2)n2nc(C)nc2n1	98	101	-2	106	101	100	4	-1
CCSc1nnc(NC(=O)CN2C(=O)NC3(CCCC3)C2=O)s1	99	99	5	113	99	99	1	-20
CCC1=Nc2cc(C(=O)NCCN3CCOCC3)ccc2Sc2ccc(C)cc21	97	100	-2	97	107	108	0	10
CN(C(=O)Nc1cnccc1C(F)(F)F)C1CCCCC1	93	94	-9	93	95	94	2	10
c1ccc(OCc2nn3c(-c4ccccn4)nnc3s2)cc1	103	99	6	92	96	88	0	21
Fc1ccccc1COc1cccc2cccnc12	96	98	3	105	95	104	0	4
CCCCOC(=O)Nc1ccc(OC)cc1S(=O)(=O)N1CCOCC1	90	93	0	92	96	95	0	-7
CN(C)S(=O)(=O)c1cc(NC(=O)CN2CCc3ccccc32)ccc1Cl	106	105	-10	112	108	106	7	-7
CCc1c(C(=O)NC2CCCCC2)[nH]c(C)c1C(C)=O	89	96	2	94	107	80	2	11
O=C(CN1CCN(C(=O)c2ccco2)CC1)Nc1ccc(F)cc1F	98	99	-3	100	99	100	2	17
O=C(c1cc(-c2ccncc2)nc2ccccc12)N1CCN(Cc2ccccc2)CC1	106	100	-6	109	110	101	0	-5

Later entries.
compound	LAP4 TOR yeast	RPL19A-GFP yeast	GASC-1 inh	MEP2 TOR yeast	AGP1-GFP MLPCN	CIT2-GFP yeast	GRK2 inh	VLA-4 inh
Nc1ccc(CSc2ccc(Cl)cc2)cc1	118	100	13	97	98	97	0	12
CCCn1c(SCC(=O)Nc2cc(S(=O)(=O)N3CCOCC3)ccc2OC)n[nH]c1=O	94	102	7	99	97	99	1	2
CC(=O)n1cc(/C=N/NC(=O)c2cccc(O)c2)c2ccccc21	95	97	-16	108	86	99	1	13
COc1ccc(NC(C)=O)cc1NC(=O)CSc1nnc(-c2ccncc2)n1C	94	98	7	103	102	94	2	-13
COc1cc(C2C(C#N)=C(N)OC3=C2C(=O)CCC3)cc(OC)c1OC(=O)N1CCOCC1 (centres undefined)	93	102	9	109	108	118	1	25
CCSc1nnc(NC(=O)C2Cc3ccccc3CN2C(=O)c2ccco2)s1 (centres undefined)	101	99	-39	110	101	93	5	-16
CCn1c(CCCOc2ccc(Cl)cc2Cl)nnc1SCC(=O)Nc1cc(F)ccc1C	103	102	0	96	94	89	0	1
CCOC(=O)c1c(C)[nH]c2ccc(O)cc12	96	104	0	102	102	98	0	25
O=C(Nc1cccc(C(F)(F)F)c1)c1cccnn1	102	101	-1	116	99	104	5	-11
O=C(Nn1cnnc1)c1cccc(S(=O)(=O)N2CCOCC2)c1	95	97	-2	92	96	97	1	3
CC1(C)CC(=O)C2=C(C1)N(c1ccccc1C#N)C(N)=C(C#N)C2c1cccs1 (centres undefined)	94	96	-3	100	102	106	2	-5
CCCCCC1CC(CC(=O)Nc2ccc([N+](=O)[O-])cc2)C(=O)O1 (centres undefined)	97	107	10	97	94	95	3	-10

Later entries:
compound	LAP4 TOR yeast	RPL19A-GFP yeast	GASC-1 inh	MEP2 TOR yeast	AGP1-GFP MLPCN	CIT2-GFP yeast	GRK2 inh	VLA-4 inh
Cc1ccc(OCCCCNC(C)c2ccccc2)c(C)c1 (centres undefined)	84	104	2	102	101	109	0	18
CCc1ccc(C(=O)NNC(=O)CCc2nc3ccccc3c(=O)[nH]2)cc1	78	89	5	84	95	89	1	-2
CCOC(=O)c1cc(C#N)c(N2CCCCC2)nc1-c1ccccc1	96	98	5	98	92	94	0	-2
O=C1NCCN1c1ccc(CN2CCN(C3CCCCC3)C(CCO)C2)cc1 (centres undefined)	100	99	-4	103	108	109	4	14
Cc1ccc(S(=O)(=O)N2CCOCC2)cc1NC(=O)COC(=O)CCn1c(C)csc1=O	80	82	·	90	91	93	0	-4
CCCCn1nnnc1NCc1ccc(N2CCCC2)cc1	99	98	-3	100	107	102	0	2
NC(=O)c1ccsc1NC(=O)CCS(=O)(=O)c1ccccc1	107	99	0	102	108	100	3	13
CN(C)C(=O)c1cc(Br)ccc1Cl	104	95	-4	98	100	93	0	-43
Cc1cc(C)c(C(=O)NCC(=O)c2ccccc2)c(C)c1	143	96	-12	94	103	94	2	-12
Cc1cc(C)c(OCCCCN(C)C)c(Br)c1	98	94	-10	94	97	94	0	3
C(=C(c1ccccc1)c1ccccc1)c1ccccn1	127	99	13	89	84	84	0	-5
C/C(=C\C(=O)c1ccccc1)Nc1ccc2c(c1)OCO2	91	107	-6	101	98	101	2	-6

Remaining list, next part
compound	LAP4 TOR yeast	RPL19A-GFP yeast	GASC-1 inh	MEP2 TOR yeast	AGP1-GFP MLPCN	CIT2-GFP yeast	GRK2 inh	VLA-4 inh
CC(C)(C(=O)O)c1ccc(C(O)CCCN2CCC(C(O)(c3ccccc3)c3ccccc3)CC2)cc1 (centres undefined)	104	101	-5	95	92	98	3	-3
O=C(O)CN(c1ccccc1[N+](=O)[O-])S(=O)(=O)c1ccccc1	98	101	18	98	104	98	0	11
CCC(C)N1C(=O)S/C(=C/c2ccc3c(c2)n(C)c(=O)n3C)C1=O (centres undefined)	106	105	28	102	99	94	0	2
CCCCN(CCCC)CCNC(=O)CN1C(=O)COc2ccc(S(=O)(=O)N3CCC(C)CC3)cc21	100	100	-32	112	107	104	0	-3
Nc1ccccc1C(=O)NCCCN1CCN(c2cccc(Cl)c2)CC1	103	97	-29	92	100	97	0	6
COC(=O)[C@@H]1CC[C@H](C)[C@@H](c2ccc(C)cc2)N1C(=O)c1ccc(/C=N/O[C@H](C)c2cn([C@@H]3COC[C@H]3O)nn2)cc1	113	102	4	96	94	92	0	-8
COc1ccc(NC(=O)COC(=O)c2ccc(OCc3ccccc3Cl)c(OC)c2)c(OC)c1	95	101	5	107	105	107	0	-6
O=C(O)CC(NNC(=O)c1ccccc1)C(=O)Nc1cccc([N+](=O)[O-])c1 (centres undefined)	105	94	1	114	83	112	0	6
O=C(COc1ncnc2sccc12)N1CCc2ccccc2C1	100	99	45	100	104	106	0	6
O=C(CSCc1ccc(Cl)cc1)N/N=C/c1c(Cl)cccc1Cl	98	93	8	103	91	99	2	-46
CCOc1cc(C)nc(Oc2ccc(=O)[nH]n2)n1	107	101	-6	98	103	104	2	-11
Cc1ccc(NC(=O)CCCNC(=O)c2ccc(Cl)cc2)nc1	109	103	-3	104	107	107	0	-5

Limited to RPL19A-GFP yeast, for two of the compounds above:
Compound,RPL19A-GFP yeast
COC(=O)[C@@H]1CC[C@H](C)[C@@H](c2ccc(C)cc2)N1C(=O)c1ccc(/C=N/O[C@H](C)c2cn([C@@H]3COC[C@H]3O)nn2)cc1,102
COc1ccc(NC(=O)COC(=O)c2ccc(OCc3ccccc3Cl)c(OC)c2)c(OC)c1,101

Carrying on.
compound	LAP4 TOR yeast	RPL19A-GFP yeast	GASC-1 inh	MEP2 TOR yeast	AGP1-GFP MLPCN	CIT2-GFP yeast	GRK2 inh	VLA-4 inh
Cc1c(OC(C)C(=O)NCC2CCC(C(=O)O)CC2)ccc2c3c(c(=O)oc12)CCCC3 (centres undefined)	96	96	-4	95	98	100	8	-1
CCCCC(=O)N1CC2(C)CN(C(=O)CCCC)CC(C)(C1)C2=O	99	98	15	103	100	102	0	-10
Cc1cccc(N2CCN(S(=O)(=O)c3ccc4c(c3)NC(=O)CO4)CC2)c1C	107	105	2	111	113	117	1	6
CN(c1ccccc1)S(=O)(=O)c1ccc(Cl)c(C(=O)Nc2nc3ccccc3[nH]2)c1	85	97	12	101	98	96	3	14
O=C(NC(Cc1ccccc1)c1ccc2c(c1)OCCCO2)c1ccccc1F (centres undefined)	98	103	5	99	111	96	0	4

Of the compounds above, these have a Cl atom.
compound	LAP4 TOR yeast	RPL19A-GFP yeast	GASC-1 inh	MEP2 TOR yeast	AGP1-GFP MLPCN	CIT2-GFP yeast	GRK2 inh	VLA-4 inh
O=C(O)CCCn1cc(NC(=O)c2sc3ccccc3c2Cl)cn1	77	89	5	90	77	101	2	-8
CC(=O)[C@H]1[C@@H]2C(=O)N(c3cccc(Cl)c3)C(=O)[C@@H]2[C@H]2c3ccccc3C=CN21	86	96	1	88	99	96	3	-23
S=C(NCc1cccs1)Nc1ccc(Cl)cc1	103	97	16	102	100	80	0	3
CN(C)S(=O)(=O)c1cc(NC(=O)CN2CCc3ccccc32)ccc1Cl	106	105	-10	112	108	106	7	-7
Nc1ccc(CSc2ccc(Cl)cc2)cc1	118	100	13	97	98	97	0	12
CCn1c(CCCOc2ccc(Cl)cc2Cl)nnc1SCC(=O)Nc1cc(F)ccc1C	103	102	0	96	94	89	0	1
CN(C)C(=O)c1cc(Br)ccc1Cl	104	95	-4	98	100	93	0	-43
Nc1ccccc1C(=O)NCCCN1CCN(c2cccc(Cl)c2)CC1	103	97	-29	92	100	97	0	6
COc1ccc(NC(=O)COC(=O)c2ccc(OCc3ccccc3Cl)c(OC)c2)c(OC)c1	95	101	5	107	105	107	0	-6
O=C(CSCc1ccc(Cl)cc1)N/N=C/c1c(Cl)cccc1Cl	98	93	8	103	91	99	2	-46
Cc1ccc(NC(=O)CCCNC(=O)c2ccc(Cl)cc2)nc1	109	103	-3	104	107	107	0	-5
CN(c1ccccc1)S(=O)(=O)c1ccc(Cl)c(C(=O)Nc2nc3ccccc3[nH]2)c1	85	97	12	101	98	96	3	14

High-throughput results as filed in PubChem BioAssay.
